Abeta yeast res: A-beta toxicity reversal in yeast; yeast expressing A-beta42, growth rescue, OD600, 48 h; response scale: 0% DMSO, 100% iron-clioquinol control; Potency, µM (doses to about 46.1 µM), for inactives: top-dose growth rescue, hits mostly activators; hit rate 0.063% among 410,000; AID 1347071; note: potency is the fitted concentration of half-maximal effect; nearly all actives have a fitted effect of over 55% in size
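Growth rescue measured by 600 nm absorbance after 48 h yeast culture at 30 C with compound. Values normalized between DMSO and an equimolar ferric chloride plus clioquinol control.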
DRD3 antagonist: D3 dopamine receptor (human) antagonism. max response, negative = inhibition, %. hit rate 2.5% among 360,000. D3R cells, DiscoveRx beta-arrestin luminescence, antagonist mode; stronger effect = lower value; in the data active = max response below about -50%; inconclusive = no clear call, values can overlap the other calls; note: % is set by controls: 0 for no effect and ±100 for the full control effect; mostly tested at two doses, the higher about 12 µM
Target sequence (P35462 whole entry, looked up): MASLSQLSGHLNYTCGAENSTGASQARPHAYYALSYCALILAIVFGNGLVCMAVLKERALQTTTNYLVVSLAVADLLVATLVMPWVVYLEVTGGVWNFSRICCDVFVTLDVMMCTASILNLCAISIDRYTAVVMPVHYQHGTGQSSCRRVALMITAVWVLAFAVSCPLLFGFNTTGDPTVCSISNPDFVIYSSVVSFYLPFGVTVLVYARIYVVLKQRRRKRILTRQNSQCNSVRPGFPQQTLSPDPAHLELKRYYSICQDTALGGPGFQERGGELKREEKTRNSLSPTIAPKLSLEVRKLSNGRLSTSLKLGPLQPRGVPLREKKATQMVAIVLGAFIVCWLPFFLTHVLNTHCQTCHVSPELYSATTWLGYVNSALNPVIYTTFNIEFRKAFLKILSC
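Cells expressing the human receptor were seeded at 1500 cells/well, incubated overnight at 37 degrees C in 5% CO2, then exposed to library compounds with dopamine controls for 90 minutes at 37 degrees C before luminescent detection.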
TDP-43 yeast inh: rescues yeast growth from TDP-43 toxicity; TDP-43 expressing yeast growth rescue, BacTiter-Glo, 24 h; hit rate 1.8% among 410,000; Potency, µM (top dose mostly 46.1 µM), without a hit: at the top dose growth rescue (activation), most hits filed as activators; note: potency is the fitted concentration of half-maximal effect; % of control where 0% means no effect; nearly all actives have a fitted effect of over 50% in size
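Yeast cells expressing TDP-43 under galactose induction are exposed to compounds for 24 hr at 30 deg C. BacTiter-Glo luminescence measures growth, so protective compounds score as activators.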
Akt phos inh: blocks phosphorylation of Akt; hit rate 0.32% among 360,000; activity change, % for hits at 50 µM; Neuro2A IGF-stimulated pAkt S473 HTRF, 20 min; stronger effect = lower value; in the data active = activity change below about -80%; inconclusive = mostly about -51% to -80%; note: % is set by controls: 0 for no effect and ±100 for the full control effect
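Neuro2A cells (4,500/well, DMEM with 0.5% FBS) were treated with compound at a single 50 µM final concentration, stimulated with 6 nM IGF for 20 min at 37 °C, and lysed. Phospho-Akt Ser473 was read by HTRF as 665/615 ratio ×10^4.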
GLP-1R inv ag: acts as inverse agonist at human GLP-1 receptor; P43220; Potency, µM (highest dose often 38.3 µM), without a hit: at the top dose activity change, negative = inhibition, hits mostly inhibitors; hit rate 1.6% among 410,000; HEK293 GLP-1R CRE-luciferase, luminescence, 24 h; GLP-1R form is constitutively active; note: potency is the fitted concentration of half-maximal effect; % is set by controls: 0 for no effect and ±100 for the full control effect; nearly all actives have a fitted effect of over 55% in size
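Readout was luciferase luminescence, measured 12 min after detection reagent at room temperature. Beforehand, GLP-1R reporter HEK293 cells had sat 12 h, then received compounds for 24 hr at 37 deg C.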
aSyn yeast inh: inhibitors of alpha-synuclein toxicity in yeast; Potency, µM (highest dose often 46.1 µM), without a hit: at the highest dose growth rescue (activation), usual class: activators; Yeast expressing alpha-synuclein, growth rescue, BacTiter-Glo, 24 h; hit rate 0.14% among 370,000; note: potency is the fitted concentration of half-maximal effect; % of control where 0% means no effect; nearly all actives have a fitted effect of over 65% in size
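Screening used galactose-induced yeast with toxic alpha-synuclein levels, exposed to compound for 24 hr at 30 deg C. Cell growth, read with BacTiter-Glo luminescence, gave the measured signal.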
FUS yeast rescue: suppressors of FUS proteinopathy in yeast | hit rate 0.24% among 390,000 | Potency, µM (doses to about 76.6 µM), for the others: at the top dose growth rescue (activation), hits mostly activators | S. cerevisiae FUS-expressing, growth rescue, OD600, 24 h;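 note: potency is the fitted concentration of half-maximal effect; plate controls were DMSO vehicle for no effect and reference control for full effect; nearly all actives have a fitted effect of over 55% in size; some results filed as inactive show a strong effect at the top dose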
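Steps: raffinose overnight preculture; dilution to OD 0.005 in 2% galactose minimal medium; compound addition (concentration series); 24hr at 30C, 99% humidity; absorbance read at 600 nm.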
PTHR1 ag: agonists of human PTHR1 parathyroid hormone receptor; Q03431; HEK293 GP2 PTHR1 cells, GloSensor cAMP luminescence, 1 h; Potency, µM (series often up to 115 µM), for the others: at the top dose activation, usual class: activators; hit rate 0.075% among 410,000; AID 743266; note: potency is the fitted concentration of half-maximal effect; nearly all actives have a fitted effect of over 55% in size; some results filed as inactive show a strong effect at the top dose; inactives centre near -15; many of its hits are not listed in these tables
Target sequence (Q03431 whole entry, looked up): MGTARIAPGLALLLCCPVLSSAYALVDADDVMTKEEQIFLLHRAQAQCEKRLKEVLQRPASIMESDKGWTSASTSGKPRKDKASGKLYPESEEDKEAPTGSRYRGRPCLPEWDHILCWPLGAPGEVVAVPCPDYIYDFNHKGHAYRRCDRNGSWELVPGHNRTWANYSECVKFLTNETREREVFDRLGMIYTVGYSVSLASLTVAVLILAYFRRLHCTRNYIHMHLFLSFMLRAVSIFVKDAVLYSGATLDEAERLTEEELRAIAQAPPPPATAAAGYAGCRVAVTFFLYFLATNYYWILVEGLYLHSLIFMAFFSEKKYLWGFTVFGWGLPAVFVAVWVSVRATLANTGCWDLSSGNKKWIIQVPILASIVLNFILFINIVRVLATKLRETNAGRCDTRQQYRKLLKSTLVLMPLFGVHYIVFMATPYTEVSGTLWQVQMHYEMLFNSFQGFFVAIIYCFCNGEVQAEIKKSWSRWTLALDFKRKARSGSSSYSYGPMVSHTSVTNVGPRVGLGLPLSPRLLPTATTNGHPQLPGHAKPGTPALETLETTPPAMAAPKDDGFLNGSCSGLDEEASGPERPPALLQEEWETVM
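HEK-293-derived GP2 cells expressing PTHR1 and a GloSensor cAMP reporter, 3,000/well, plated overnight, given luciferin plus IBMX (each 0.5 mM as added) for 1 h at 37 °C, then compound for 1 h at 37 °C. Luminescence was read after 15 min at room temperature.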
GLP-1R agonist: agonists of human GLP-1 receptor; P43220; HEK293 GLP-1R CRE-luciferase, luminescence, 4-6 h; cells express a hypersensitive GLP-1R form; Potency, µM (top dose mostly 45.6 µM), for inactives: at the highest dose activation, most hits filed as activators; hit rate 0.007% among 380,000; AID 624172; note: potency is the fitted concentration of half-maximal effect; % of control where 0% means no effect
The depositor's hits bear a star; i = inactive; ? = inconclusive; / = not tested or not shown; [ ] = another dose, or the depositor's remark. Unless noted, calls come from the whole dose curve; as a rule, active = well fitted curve in the direction sought with a large enough effect; inconclusive = small, poorly fitted or top-dose-only effect, or another doubt; inactive = no such curve, though single readings can be large; an effect the other way counts as inactive or inconclusive. Not all compounds are listed. The share of hits here may be higher or lower than overall.

[1] COC(=O)CN(n1cnnc1)S(=O)(=O)c1ccccc1Cl
[2] CCN(C(=O)c1ccc(Cl)cc1[N+](=O)[O-])c1ccccc1C
[3] OC(c1ccc(F)c(F)c1)c1nc(-c2cccc(F)c2)cs1 (configuration not stated)
[4] CCOC(=O)C1CCN(Cc2ccccc2C)CC1
[5] CCOC(=O)C(NC(=O)Nc1ccc(F)cc1)(OCC)C(F)(F)F (configuration not stated)
[6] CN1CCN(C(=O)c2cc3c(c(-c4cccc(C#CC(C)(C)O)c4)n2)[C@H](CCO)N(S(=O)C(C)(C)C)C3)CC1 (some centres not stated)
assay / entry	1	2	3	4	5	6
Akt phos inh	i	i	i	i	i	i
FUS yeast rescue	1%	7%	-2%	-6%	-45%	-11%
TDP-43 yeast inh	-1%	7%	22µM*	-15%	11%	11%
GLP-1R inv ag	10%	?	?	5%	3%	20%
DRD3 antagonist	21	5	-25	-13	-53*	8
PTHR1 ag	-5%[57.5 µM]	i	-7%	-35%[inhibitor][57.5 µM]	i	-8%
GLP-1R agonist	-6%	3%	0%	-2%	-15%	-1%
Abeta yeast res	-2%	7%	26%	-16%	16%[9.22 µM]	-6%
aSyn yeast inh	-15%	12%	20%	0%	4%	2%

[7] O=C(Nc1ccccc1F)c1ccc2snnc2c1
[8] COc1ccc(NC(C)=O)cc1NC(=O)CSc1nnc(-c2ccccc2)n1N
[9] Cc1cc2ncn(CCOc3ccccc3)c2cc1C
[10] COC(=O)c1c(-c2ccc(OC)cc2)sc2ccc(-c3ccc4c(c3)OCO4)cc12
[11] CCCCCC(=O)N1C[C@H](O)[C@@H](n2cc(-c3ccc(F)cc3)nn2)C[C@@H]1c1ccc(OC)cc1
[12] CC(C)C(=O)Nc1ccc(C(=O)Nc2nnc(C(C)C)s2)cc1
assay / entry	7	8	9	10	11	12
Akt phos inh	i	i	i	i	i	i
FUS yeast rescue	-4%	27%	/	-12%	?	-38%
TDP-43 yeast inh	16%	-21%	-5%	23%	25%	14%
GLP-1R inv ag	-12%	11%	?	12%	11µM*	-27%
DRD3 antagonist	3	15	2	1	40	6
PTHR1 ag	-24%	-22%	-38%[inhibitor]	-20%	-21%	-22%
GLP-1R agonist	5%	-1%	19%	7%	5%	-1%
Abeta yeast res	-8%	-13%	-9%	6%	6%	0%
aSyn yeast inh	11%	-4%	-5%	-1%	0%	1%

[13] CC(C)C(C)NC(=O)COC(=O)/C=C/c1ccc(S(=O)(=O)N2CCc3ccccc32)cc1 (configuration not stated)
[14] COc1ccccc1CNC(=O)[C@H](NC(=O)C1CCN(C(=O)[C@@H](N)CCSC)CC1)C(C)C
[15] COc1ccc(CCNC(=O)c2cccc(-n3cnnn3)c2)cc1
[16] Cc1nnc(C)n1/N=C/c1ccccn1
[17] O=[N+]([O-])c1ccccc1/C=N/n1c(-c2cccnc2)n[nH]c1=S
[18] O=C(CSc1nnc(SCC(=O)c2ccco2)s1)c1ccco1
assay / entry	13	14	15	16	17	18
Akt phos inh	i	i	i	i	i	i
FUS yeast rescue	3%	-11%	6%	8%	/	-9%
TDP-43 yeast inh	-12%	1%	4%	-7%	3%	21%
GLP-1R inv ag	-2%	-7%	-5%	10%	0%	-3%
DRD3 antagonist	-5	-19	0	-26	-86*	12
PTHR1 ag	-11%	-23%	-1%	-27%[57.5 µM]	3%	i
GLP-1R agonist	7%	-3%	1%	-14%	1%	-4%
Abeta yeast res	4%	-17%	13%	5%	-8%	24%
aSyn yeast inh	11%	-5%	0%	8%	-11%	1%

Sorted by the number under GLP-1R agonist (largest number first): some entries from above.
item | Compound | GLP-1R agonist
9 | Cc1cc2ncn(CCOc3ccccc3)c2cc1C | 19%
11 | CCCCCC(=O)N1C[C@H](O)[C@@H](n2cc(-c3ccc(F)cc3)nn2)C[C@@H]1c1ccc(OC)cc1 | 5%
15 | COc1ccc(CCNC(=O)c2cccc(-n3cnnn3)c2)cc1 | 1%
6 | CN1CCN(C(=O)c2cc3c(c(-c4cccc(C#CC(C)(C)O)c4)n2)[C@H](CCO)N(S(=O)C(C)(C)C)C3)CC1 (some centres not stated) | -1%
16 | Cc1nnc(C)n1/N=C/c1ccccn1 | -14%

Next part.
[19] CCc1ccc(-c2nc3cc(NC(=O)c4cc5ccccc5cc4OC)ccc3o2)cc1
[20] O=C(NC1CC(=O)N(c2ccc(Cl)cc2)C1)c1cc2ccccc2o1 (configuration not stated)
[21] O=C(Nc1ccccc1)c1ccc(-c2ccccc2C(F)(F)F)o1
[22] CCOC(=O)c1ccc(NC(=O)c2nc[nH]c2C(=O)NC[C@H](C)O)cc1
[23] COC(=O)c1cc(NC(=O)CN(c2ccccc2)S(=O)(=O)N(C)C)ccc1Cl
[24] CCn1c(=N)n(CC(O)COc2cccc(C)c2)c2ccccc21 (configuration not stated)
assay / entry	19	20	21	22	23	24
Akt phos inh	/	/	i	i	/	i
FUS yeast rescue	-12%	19%	28%	11%	36%	13%
TDP-43 yeast inh	?	13%	?	15%	2%	16%
GLP-1R inv ag	2%	5%	?	81%[activator]	-7%	0%
DRD3 antagonist	/	/	-11	-21	/	15
PTHR1 ag	-31%[inhibitor]	i	-26%	-2%	-4%	i
GLP-1R agonist	/	/	17%	20%	0%	-10%
Abeta yeast res	3%	-7%	1%	0%	-4%	12%
aSyn yeast inh	/	/	-33%[inhibitor]	7%	/	1%

[25] Cc1ccc(C(=O)C2CCOC(C)(C)C2)cc1 (configuration not stated)
[26] S=C(Nc1ccccc1)N1CCC(C2CCN(C(=S)Nc3ccccc3)CC2)CC1
[27] COc1cccc(C(=O)NNC(=O)C(=O)N2CCCCC2)c1
[28] CC(=O)NCCCC(=O)NN1C(=S)N(Cc2ccccc2)C(=O)C1CC(=O)Nc1cccc(C)c1 (configuration not stated)
[29] CCC1=C2CC[C@H]3C(=O)N(CC(=O)OC)C(=O)[C@H]3[C@H]2[C@@]2(C)C(=NCC(=O)OC)OC(=O)N2C1=O
[30] COc1ccccc1N1CCN(c2nc3c(S(=O)(=O)c4ccccc4)nnn3c3ccc(Cl)cc23)CC1
assay / entry	25	26	27	28	29	30
Akt phos inh	i	i	i	i	i	/
FUS yeast rescue	-44%	-20%	7%	36%	-8%	1%
TDP-43 yeast inh	9%	-1%	-24%	-14%	9%	18%
GLP-1R inv ag	6%	2%	6%	-19%	11%	2%
DRD3 antagonist	6	-10	10	6	64	/
PTHR1 ag	i	i	i	i	i	i
GLP-1R agonist	4%	4%	2%	5%	1%	/
Abeta yeast res	-8%	-3%	10%	-9%	15%	-17%
aSyn yeast inh	7%	-3%	0%	5%	-3%	/

[31] Fc1ccc2nc(Nc3nc4c(F)cccc4s3)sc2c1
[32] CC1(C)C/C(=N/Nc2ccc([N+](=O)[O-])cc2[N+](=O)[O-])C(C)(C)O1
[33] CN(Cc1ccccc1)C(=O)c1nc(-c2ccc(Cl)cc2)n2c1CCCCC2
[34] CC1(C)CC(=O)C=C(N2CCNCC2)C1
[35] Nc1nc(SCc2c(F)cccc2Cl)[nH]c(=O)c1-c1ccccc1
[36] CC(C)C1Cc2c(sc3c2c(=O)n(Cc2ccccc2)c2nncn32)CO1 (configuration not stated)
assay / entry	31	32	33	34	35	36
Akt phos inh	i	i	/	i	/	i
FUS yeast rescue	/	1%	26%	?	17%	7%
TDP-43 yeast inh	-15%	21%	37%	8%	-12%	9%
GLP-1R inv ag	-1%	3%	?	1%	3%	28%
DRD3 antagonist	12	13	/	?	13	-53*
PTHR1 ag	-47%[inhibitor]	-5%	-11%	?	-1%[57.5 µM]	i
GLP-1R agonist	-9%	1%	/	0%	3%	-1%
Abeta yeast res	3%	5%	-13%	16%	-6%	13%
aSyn yeast inh	-14%	1%	/	-1%	-1%	3%

Structures listed above that bear a hit mark in GLP-1R inv ag:
no.	mol	Akt phos inh	FUS yeast rescue	GLP-1R inv ag	PTHR1 ag	GLP-1R agonist
11	CCCCCC(=O)N1C[C@H](O)[C@@H](n2cc(-c3ccc(F)cc3)nn2)C[C@@H]1c1ccc(OC)cc1	i	?	11µM*	-21%	5%

(more compounds)
[37] CCc1ccccc1N(C(=O)CCC(=O)Nc1cc(C)on1)C(C(=O)NC1CCCC1)c1ccco1 (configuration not stated)
[38] CCOC(=O)N1CCC(NC(=O)c2cc(C(=O)Nc3ccc(OCC)cc3)ccc2CO)CC1
[39] Cc1nn(-c2ccccc2)c(N2CCCC2)c1/C=N/NC(=O)c1cc(-c2cccs2)nc2ccccc12
[40] COc1cc(/C=C2\SC(=S)N(NC(=O)c3ccc(O)cc3)C2=O)ccc1O
[41] COc1ccc(-c2nc(CSCC(=O)NC3CCN(Cc4ccccc4)CC3)c(C)o2)cc1OC
[42] COC(=O)c1ccc(C2/C(=C(/O)c3ccc4c(c3)CC(C)O4)C(=O)C(=O)N2Cc2ccncc2)cc1 (configuration not stated)
[43] Cc1ccc(-c2cc(=O)c3ccc(Cl)cc3[nH]2)cc1
[44] O=c1c2c(ncn1Cc1ccccc1)nc1n2CCC1
assay / entry	37	38	39	40	41	42	43	44
Akt phos inh	i	i	i	i	/	i	i	i
FUS yeast rescue	8%	35%	24%	-15%	-11%	24%	-25%	-21%
TDP-43 yeast inh	-5%	7%	0%	-24%	11%	-15%	7%	13%
GLP-1R inv ag	?	3%	-28%	-17%	-21%	12%	5%	13%
DRD3 antagonist	6	16	26	-21	-7	15	17	20
PTHR1 ag	-1%[57.5 µM]	-21%	-18%	-10%	-17%	-72%[inhibitor]	-9%	i
GLP-1R agonist	1%	-4%	-12%	11%	18%	-1%	1%	-5%
Abeta yeast res	-10%	1%	29%	-33%	-1%	-18%	4%	5%
aSyn yeast inh	1%	1%	12%	-24%	-8%	4%	2%	1%

Bioassay records from PubChem BioAssay.
